Source: PubChem (National Center for Advancing Translational Sciences (NCATS))
KB-V1 MDR tox: KB-V1 MDR subline cytotoxicity; Potency, µM (series often up to 46.1 µM), for inactives: at the top dose activity change, negative = cytotoxicity, usual class: cytotoxic; 400,000 tested, 3.4% active; KB-V1 MDR cells viability, CellTiter-Glo, 72 h; also: % is scaled to controls: 0 for no effect and ±100 for the full control effect; nearly all actives have a fitted effect of over 60% in size
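KB-V1 MDR subline cells in DMEM (phenol-red free, 10% FBS) exposed to compounds in qHTS concentration series for 72 h at 37 degrees C. Viability read by CellTiter-Glo luminescence; concentration-effect curves fitted after normalization and correction.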
HT1080NT lethal: kills 2HG-producing HT-1080-NT fibrosarcoma cells; HT-1080-NT fibrosarcoma viability, CellTiter-Glo ATP luminescence, 48 h; 360,000 tested, 1.6% active; Potency, µM (top dose mostly 46.1 µM), for the others: top-dose activity, negative = less viability, usual class: cytotoxic;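 also: NT is the 2HG producing partner of a matched IDH1 knockdown line; 0% = DMSO-treated cells and -100% = media-only wells without cells; nearly all actives have a fitted effect of over 55% in size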
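Viability by CellTiter-Glo luminescence after 48 h compound exposure at 37C of HT-1080-NT cells (750/well, RPMI, 5% FBS). % activity scaled between DMSO wells and medium-only wells, then curve-fitted and categorized by curve class.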
SW480 rereplic: DNA re-replication induction in SW480 cells | SW480 DNA re-replication, Hoechst DNA content imaging, 48 h | Potency, µM (titrated, usually from 46.1 µM), inactives show at the highest dose re-replication activation, most hits filed as activators | 340,000 tested, 1.8% active; also: % of control where 0% means no effect; nearly all actives have a fitted effect of over 55% in size
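Cells (250 per well) received 23 nL compound or DMSO by pin tool and were kept 48 hr at 37 C, 5% CO2. Nuclei were then stained with Hoechst for 40 min and scanned for DNA content.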
GLP-1R inv ag: inverse agonists of human GLP-1 receptor. P43220. HEK293 GLP-1R CRE-luciferase, luminescence, 24 h; GLP-1R form is constitutively active. Potency, µM (highest dose often 38.3 µM), for inactives: top-dose activity change, negative = inhibition, most hits filed as inhibitors. 410,000 tested, 1.6% active; also: % is scaled to controls: 0 for no effect and ±100 for the full control effect; nearly all actives have a fitted effect of over 55% in size
Target sequence (P43220 whole entry, looked up): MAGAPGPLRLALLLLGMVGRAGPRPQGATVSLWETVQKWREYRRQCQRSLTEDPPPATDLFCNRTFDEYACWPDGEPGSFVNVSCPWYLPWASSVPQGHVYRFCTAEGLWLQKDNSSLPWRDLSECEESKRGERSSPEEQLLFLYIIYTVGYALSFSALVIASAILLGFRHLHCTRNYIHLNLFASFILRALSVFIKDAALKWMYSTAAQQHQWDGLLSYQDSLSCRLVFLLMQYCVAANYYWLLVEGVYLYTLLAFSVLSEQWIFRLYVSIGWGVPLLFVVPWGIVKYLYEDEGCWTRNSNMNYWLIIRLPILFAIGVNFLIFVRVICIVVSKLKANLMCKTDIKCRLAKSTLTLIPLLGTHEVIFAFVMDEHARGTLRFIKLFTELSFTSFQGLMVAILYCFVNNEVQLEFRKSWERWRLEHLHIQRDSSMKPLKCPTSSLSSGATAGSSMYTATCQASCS
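Luminescence readout: a drop in cAMP-driven luciferase signal flags inverse agonism at a constitutively active GLP-1R stably expressed in HEK293. Compound exposure lasted 24 hr at 37 deg C, 5% CO2.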
GLP-1R agonist: activates the human GLP-1 receptor; 380,000 tested, 0.007% active; Potency, µM (top dose mostly 45.6 µM), without a hit: at the highest dose activation, hits mostly activators; P43220; HEK293 GLP-1R CRE-luciferase, luminescence, 4-6 h; cells express a hypersensitive GLP-1R form; also: % of control where 0% means no effect
TDP43 rescue: inhibitors of TDP-43 toxicity in yeast. TDP-43 expressing yeast growth rescue, BacTiter-Glo, 24 h. AID 652104. 410,000 tested, 1.8% active. Potency, µM (doses to about 46.1 µM), for inactives: top-dose growth rescue (activation), actives largely listed as activators; also: % of control where 0% means no effect; nearly all actives have a fitted effect of over 50% in size
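Luminescence from BacTiter-Glo reports growth of TDP-43-expressing yeast after 24 hr at 30 deg C with compound. Cells were raffinose-pregrown to mid-log, then seeded in galactose medium at OD600=0.02.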
KB-3-1 tox: kills parental KB-3-1 adenocarcinoma cells. KB-3-1 viability, CellTiter-Glo ATP luminescence, 72 h. Potency, µM (series often up to 46.1 µM), for inactives: top-dose activity change, negative = cytotoxic, most hits filed as cytotoxic. 400,000 tested, 1.4% active. AID 1347075; also: % is scaled to controls: 0 for no effect and ±100 for the full control effect; nearly all actives have a fitted effect of over 60% in size
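72 h, 37 °C compound treatment of KB-3-1 parental cells; CellTiter-Glo added, 10 min, luminescence read. Data corrected against DMSO-only plates and normalized before curve fitting.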
HT1080 IDH1KD tx: toxicity to HT-1080 IDH1 knockdown cells (counter line); 360,000 tested, 2% active; HT-1080 IDH1 knockdown viability, ATP luminescence, 48 h; AID 686971; Potency, µM (doses to about 46.1 µM), inactives show at the top dose activity, negative = toxicity, usual class: cytotoxic;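 also: 0% = DMSO wells and -100% = cell-free medium wells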
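Luminescent ATP read-out (CellTiter-Glo, 10 min at room temperature) after 48 h compound exposure at 37 °C gave viability of IDH1-knockdown HT-1080 cells. Activity was normalised to DMSO and cell-free wells, then fitted as concentration-response curves.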
HEK293 tox: cytotoxicity counter-screen for GLP-1 receptor inverse agonists. HEK293 cAMP-luciferase reporter cells, luminescence, 24 h. Potency, µM (highest dose often 38.3 µM), for the others: at the top dose activity change, negative = inhibition, most hits filed as inhibitors. 410,000 tested, 0.13% active. AID 624418;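 also: loss of luciferase light is scored as toxicity; % is scaled to controls: 0 for no effect and ±100 for the full control effect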
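MLSMR compounds, 24 hr on cells at 37 deg C/5% CO2; luminescence after luciferase reagent (12 min RT). Inhibition counted as the undesired cytotoxic outcome.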
* hit, by the source's call; u = inconclusive; x = no result given; [ ] = another dose, or the depositor's remark. Calls follow the shape of the dose curve; as a rule, active = well fitted curve in the direction sought with a large enough effect; inconclusive = small, poorly fitted or top-dose-only effect, or another doubt; inactive = no such curve, though single readings can be large; an effect the other way counts as inactive or inconclusive. Potency is read from the fitted curve at half-maximal effect.

The line under a structure holds: KB-V1 MDR tox | HT1080NT lethal | SW480 rereplic | GLP-1R inv ag | GLP-1R agonist | TDP43 rescue | KB-3-1 tox | HT1080 IDH1KD tx | HEK293 tox
CC(N=Cc1c(O)n(C2CC2)c(=S)[nH]c1=O)c1ccccc1 (stereo unspecified)
    u | -2% | -11% | 12% | 7% | 4% | 4% | -12% | -1%
COc1ccc(C(=O)Nc2sc3c(c2C(=O)O)CC(C)(C)OC3)cc1
    u | -26% | -4% | u | -2% | 11% | u | u | -17%
CN1C(=O)N(C)C(=O)C2(Cc3cc([N+](=O)[O-])ccc3N(C)C2)C1=O
    -22% | 3% | 21% | -11% | -3% | -5% | 8% | 2% | u
CCOC(=O)C(O)(c1ccc(N(CC)S(=O)(=O)c2ccccc2)cc1)C(F)(F)F (stereo unspecified)
    -11% | -2% | -13% | u | 0% | 5% | -15% | -4% | 0%
O=c1c2ccccc2nc(-c2cccs2)n1-c1cnccn1
    2% | 3% | -2% | u | -1% | 25% | -2% | 21% | -16%
COc1ccc(-n2c(/C=C/c3ccc(O)c(O)c3)nc3ccccc3c2=O)cc1
    0% | -11% | u | -18% | -2% | 1% | 0% | -9% | 266%[activator]
Nc1c2c(nc3sc4c(c13)CCCC4)CCCCC2
    -12% | -11% | -5% | -15% | 7% | -2% | u | -19% | 5%
CCOC(=O)c1c(C)[nH]c(-c2csc(N)n2)c1C
    -8% | 6.5µM* | u | -11% | 29% | 14% | u | 4.6µM* | u
Cc1cccc(OCCNc2ncccc2[N+](=O)[O-])c1
    4% | 2% | x | 2% | u | u | 1% | 11% | 6%
O=c1[nH]c(=O)n(-c2cccc(Cl)c2)c(O)c1C=NCCCN1CCOCC1
    25% | 13% | -4% | 3% | -17% | -8% | 22% | 8% | -7%
C=CC[N+]1(C)C2CCC1CC(O)C2 (stereo unspecified)
    -8% | -1% | -37%[inhibitor] | 14% | 3% | 0% | 20% | 16% | 2%
Cc1cc(C=C2C(=O)NC(=S)NC2=O)c(C)n1C1CCCC1
    6% | -22% | 24% | -16% | 12% | -4% | 0% | u | -7%
C[C@@H]1CNC(=O)c2c(C(=O)Nc3cccc(Cl)c3)ncn21
    u | -20% | x | 27% | -3% | 30% | u | -20% | -14%
Cc1ccc(C(O)P(=O)(OC2CCCCC2)OC2CCCCC2)cc1 (stereo unspecified)
    0% | 3% | -1% | 0% | 5% | -30%[inhibitor] | -9% | 3% | -8%
COC(=O)NC(=C(Cl)Cl)S(=O)(=O)c1ccccc1
    18µM* | -2% | u | u | -32%[inhibitor] | -22% | 16µM* | -3% | u
COCCCNC(=O)c1c(NC(=O)c2ccccc2Cl)n(Cc2ccccc2)c2nc3ccccc3nc12
    2.6µM* | 18% | 10µM* | 0% | -2% | -12% | -9% | 0% | 14%
Cc1ccc(NC(=O)C(CC(C)C)NS(=O)(=O)c2ccc3c(c2)oc(=O)n3C)c(C)c1 (stereo unspecified)
    2% | x | x | -15% | -1% | 0% | -4% | x | u
CCn1c(P(C)(=O)O)nc2cc(NC(=O)c3ccccc3F)ccc21
    10% | -13% | 1% | 13% | 0% | -18% | 14% | -8% | -1%
O=C(O)CCn1cc(C=C2C(=O)NC(=S)NC2=O)c(-c2cccc(Br)c2)n1
    -1% | 7% | -4% | 8% | -1% | -8% | 8% | 9% | -3%
CCCCn1c(O)c(C(CC)=Nc2cccc(C(=O)O)c2)c(=O)[nH]c1=O
    -4% | -6% | -2% | 10% | -18% | -34%[inhibitor] | 7% | 2% | -3%
c1ccc(CN2Cc3ccccc3-n3nncc3C2)cc1
    u | -2% | x | -12% | 7% | 12% | -11% | -3% | 2%
COc1ccc(-c2nc3ccccc3n2OC(=O)N(C)C)cc1
    0% | -3% | -5% | -22% | 1% | -18% | 1% | -6% | -4%
c1ccc(C2NCCc3[nH]cnc32)cc1 (stereo unspecified)
    2% | 19% | 11% | 14% | 1% | -2% | -20% | 12% | 2%
COc1ccc(C(=O)C2CCCN(C3CSCCSC3)C2)c(C)c1 (stereo unspecified)
    0% | 3% | 4% | u | 20% | -30%[inhibitor][0.397 µM] | 12% | -11% | -10%
O=C(NN=Cc1ccc(N(CCCl)CCCl)cc1)c1cccnc1
    -16% | -17% | u | u | 7% | 7% | -2% | -21% | -14%
COc1cccc(-c2coc3c(C)c4oc(=O)c(CCC(=O)O)c(C)c4cc23)c1
    1% | u | -3% | -11% | 19% | -91%[inhibitor] | 2% | u | 39%[activator]
CCOC(=O)Cn1c(-c2ccccc2)ccc(C#N)c1=O
    2% | -8% | u | -6% | 11% | 14% | 7% | 0% | -1%
COc1ccc(C(=O)C2CCCN(Cc3ccsc3)C2)cc1OC (stereo unspecified)
    -10% | -16% | -1% | -30% | 19% | -6% | 0% | 2% | 6%
CC(=O)OC1N=C(c2ccccc2)c2ccccc2NC1=O (stereo unspecified)
    12% | -1% | 3% | 14% | -4% | -17% | 10% | 1% | -2%
OCCN(CC#CC(O)(c1ccccc1)C1CCCC1)CCO (stereo unspecified)
    23% | 16% | 5% | 10% | -13% | 3% | 8% | 18% | 3%

The list continues.
The line under a structure holds: KB-V1 MDR tox | HT1080NT lethal | SW480 rereplic | GLP-1R inv ag | GLP-1R agonist | TDP43 rescue | KB-3-1 tox | HT1080 IDH1KD tx | HEK293 tox
CCCCn1c(=N)n(CC(O)COc2ccccc2)c2ccccc21 (stereo unspecified)
    21µM* | u | u | 8.9µM* | 2% | 6% | u | u | u
CC1=CC(=O)OC2CC3OC4C[C@@H](C)C5OC6CC7O[C@]8(C)C/C=C\C9OC%10CC%11OC(CC(C)C%12OCCO%12)CC(O)[C@]%11(C)OC%10CC9OC8C[C@]7(C)O[C@]6(C)CCC5OC4C[C@]3(C)OC12 (stereo partly specified)
    u | 0% | -77%[inhibitor] | -11% | -3% | 8% | 0% | 10% | -5%
CCOc1ccc(N)cc1
    2% | -6% | -12% | -4% | 2% | 11% | 0% | -5% | 2%
O=[N+]([O-])c1ccc(-c2ccc(C=Nc3cccc4ccccc34)o2)cc1
    11% | u | 12µM* | 5% | 2% | -5% | 3% | 7%[9.24 µM] | 3%
CC1=CC2OC3CC4OC(=O)C=CC=CC(C(C)O)OCC(O)C5(C)OC5C(=O)OCC2(CC1O)C4(C)C31CO1 (stereo unspecified)
    u | 0.37µM* | 15% | -64% | -13% | 24% | 0.015µM* | x | -18%
Cc1ccccc1Nc1c(-c2ccncc2)nc2ccc(Br)cn12
    0% | 7% | 8% | u | -3% | -3% | u | -13% | u
CCOS(C)(=O)=O
    2% | 27% | -22% | -11% | -5% | 16% | 0% | 9% | -6%
C=CCc1cc(OC)c2c(c1)OCO2
    0% | 6% | -10% | 5% | 22% | 24% | 0% | 14% | -11%
Cc1cccc(Cn2cccc(C(=O)Nc3ccc4c(c3)OCCO4)c2=O)c1
    u | x | x | u | x | 17% | u | x | 4%
C=CCn1c(O)c(C(CC)=NC(C)c2ccccc2)c(=O)[nH]c1=O (stereo unspecified)
    0% | -1% | -6% | 93%[activator] | 25% | 0% | -15% | -4% | -14%
CN1C(=O)C(=Cc2ccc(N3CCCCCC3)o2)C(=O)N(C)C1=S
    u | -2% | -5% | 21% | -6% | 0% | u | 1% | -19%
S=C(NCCc1ccccc1)N1Cc2cc(Br)ccc2-n2nncc2C1
    u | u | x | u | 7% | 22µM* | -1% | u | 0%
O=C1NC(=O)N(CC2CCCO2)C(=O)/C1=C/c1cccs1 (stereo unspecified)
    -7% | 23% | 1% | 7% | -1% | 7% | 12% | 3% | -2%
CCC(C)C12CN3CCN(CC(C)(C3)C1O)C2 (stereo unspecified)
    23% | 5% | -8% | -1% | -2% | x | 2% | 3% | -15%
COc1cc2c(c(OC)c1OC)-c1ccc(O)cc1C(NC(C)=O)CC2 (stereo unspecified)
    u | u | 0.058µM* | -53% | 24% | -16% | u | u | -40%
CCNc1nc2[nH]c(=O)c3c(c2s1)OC(N)=C(C#N)C3c1cccs1 (stereo unspecified)
    1% | -2% | -7% | -10% | -20% | 17% | 7% | 1% | 8%
CCOc1cc2c(cc1OCC)-n1cccc1C(c1cccc(F)c1F)NC2 (stereo unspecified)
    -7% | -4% | 1% | u | 25% | 4% | -6% | -1% | -6%
COC(=O)C1=CO[C@@H](C)[C@H]2CN3CC[C@]4(C(=O)Nc5ccccc54)[C@@H]3C[C@H]12
    -28% | 9% | -9% | -22% | 11% | 19% | 0% | 2% | -9%
COc1ccc(NC(=O)c2sc3nc4c(cc3c2N)N2CCC4CC2)cc1OC
    -2% | x | x | -23% | x | -9% | -11% | x | -15%
COC(=O)C1=C(c2ccc(OCc3ccccc3)cc2)C[C@@H]2CC[C@H]1N2C(=O)NCc1cccc(OC)c1
    u | 13% | -2% | 2% | -3% | u | u | -3% | 0%
CCCCn1c(O)c(C(CC)=NCCCN(C)C)c(=O)[nH]c1=O
    1% | 0% | 0% | -29% | -2% | -25% | -2% | -2% | -17%
CN1C(=O)C[N+]([O-])=C(c2ccccc2)c2cc(Cl)ccc21
    2% | 1% | -6% | -8% | 19% | -19% | -1% | 16% | -4%

A different layout for three compounds above.
| Structure | KB-V1 MDR tox | HT1080NT lethal | SW480 rereplic | GLP-1R inv ag | GLP-1R agonist | TDP43 rescue | KB-3-1 tox | HT1080 IDH1KD tx | HEK293 tox |
| --- | --- | --- | --- | --- | --- | --- | --- | --- | --- |
| COc1cc2c(c(OC)c1OC)-c1ccc(O)cc1C(NC(C)=O)CC2 (stereo unspecified) | u | u | 0.058µM* | -53% | 24% | -16% | u | u | -40% |
| CCNc1nc2[nH]c(=O)c3c(c2s1)OC(N)=C(C#N)C3c1cccs1 (stereo unspecified) | 1% | -2% | -7% | -10% | -20% | 17% | 7% | 1% | 8% |
| CCOc1cc2c(cc1OCC)-n1cccc1C(c1cccc(F)c1F)NC2 (stereo unspecified) | -7% | -4% | 1% | u | 25% | 4% | -6% | -1% | -6% |

Some of the compounds tested; the hit share may differ from the screen's.
